Screening results from PubChem.
Yeast tox = Inhibitors of S. cerevisiae growth, toxicity | S. cerevisiae wild-type growth, A595 turbidity, 16 h | growth inhibition, % at 25 µM (by protocol) | 30,000 compounds, 0.3% hits | AID 685;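 active = mutant and wild-type yeast strains alike exhibit over 30% growth inhibition; inconclusive = a strain exceeds 50% while the second remains under 30%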;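 note: 0% = untreated cell controls and 100% = YPD media blanks without cells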
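system = S. cerevisiae wild-type or eIF2Bepsilon-R284H mutant strain | buffer or medium = YPD medium | dosing = one dose, 25 µM compound, 0.2% DMSO | schedule = 16 h at 30 °C | measured by = A595 turbidity | evaluation = growth inhibition (%) versus cell controls and blanks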
eIF2B yeast act = eIF2B (yeast) activity modulation | S. cerevisiae eIF2B-epsilon R284H, GCN4-lacZ luminescence | inhibition, % at 25 µM (by protocol) | AID 688 | 27,000 compounds, 0.91% hits;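 active = mutant luminescence inhibited past about 50% while wild type luminescence and mutant growth stay under set limits, limit read from the data; inconclusive = mutant versus wild type luminescence inhibition gap past a set limit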; note: some compounds called inactive have numbers as strong as hits
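Material: yeast eIF2B-epsilon R284H mutant carrying GCN4–beta-galactosidase fusion. Medium: YPD yeast growth medium. Incubation: 16 h growth with compound at 30 °C, 90 min Beta-Glo step. Signal: Beta-Glo luminescence plus absorbance at 595 nm. Evaluation: % inhibition of reporter signal and growth versus controls. Doses: 25 µM single dose.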
Yeast tox inhibition % = also measured in Yeast tox; calls as there; growth inhibition, %; S. cerevisiae eIF2Bepsilon-R284H mutant growth, A595 turbidity, 16 h;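 each compound tested once at 25 µM; 0% equals untreated cells and 100% equals cell-free medium blanks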
eIF2B yeast act mutant toxicity = also measured in eIF2B yeast act; calls as there; growth inhibition, %; measured here: mutant yeast growth, toxicity;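 each compound tested once at 25 µM; zero equals untreated control growth and 100 equals blank medium absorbance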
Active calls of the source: *; ? = inconclusive; nt = not tested or not shown. Some of the compounds tested; the hit share may differ from the screen's.

Screens in order: Yeast tox, Yeast tox inhibition %, eIF2B yeast act, eIF2B yeast act mutant toxicity
COc1ccc2c(c1)c1ncn(CCc3ccccc3)c(=O)c1n2C
 : 5, 5, -24, 5
COc1ccc(C2C(C#N)=C(N)Oc3cc(C)n(CCN4CCOCC4)c(=O)c32)cc1OC (stereo not drawn)
 : 7, -4, 7, -4
CCCCOC(=O)Nc1cccc(C(C)=O)c1
 : 19, -10, 8, -10
Nc1c(C(=O)Nc2ccc(F)cc2)sc2nc(-c3ccco3)ccc12
 : -17, -4, 1, -4
Cc1csc(NC(=O)CCc2ccc(S(=O)(=O)N3CCOCC3)cc2)n1
 : 14, 0, 1, nt
O=C(C1CCCN(Cc2ccccc2)C1)N1CCc2ccccc2C1 (stereo not drawn)
 : -13, -24, -11, -24
CC(C)CCSc1ncnc2c1oc1nc3c(cc12)COC(C)(C)C3
 : 10, 0, 13, nt
COc1cccc(Nc2nc(N)nc(-c3oc4ccccc4c3C)n2)c1
 : -2, 11, 5, 11
Cc1ccc(Cl)cc1NS(=O)(=O)c1c(C)[nH]c(=O)[nH]c1=O
 : 6, 7, 4, 7
CCN(CC)CCN1C(=O)C(O)=C(C(=O)c2cccs2)C1c1ccc(C)o1 (stereo not drawn)
 : 18, -9, 6, -9
Cc1ccc(S(=O)(=O)/C(C#N)=C/c2c(N3CCOCC3)nc3ccccn3c2=O)cc1
 : -43, -10, -4, -10
COc1ccc(C(=O)N2c3cc4c(cc3C(C)=CC2(C)C)OCO4)cc1
 : -30, 9, 25, 9
Cc1csc(NC(=O)CNC(=O)OCc2ccccc2)n1
 : nt, nt, 11, nt
CC(C)OC(=O)c1cc2c(ccn2C)n1CC(=O)N1CCC(Cc2ccccc2)CC1
 : -3, -9, 26, -9
CC1(C)C(N(O)C(=O)Nc2ccc(Cl)cc2)N(c2ccc(Cl)cc2)C(=O)N1CC(=O)NN (stereo not drawn)
 : 10, 16, 14, 16
COc1ccc(OC)c(NC(=O)Nc2ccc(Cl)cc2)c1
 : 31, 19, nt, nt
O=C(CSc1n[nH]c(-c2ccncc2)n1)NCCc1ccccc1
 : nt, nt, 8, nt
CCc1nc2ccccc2c(=O)n1NC(=O)c1c(O)c2cccc3c2n(c1=O)CCC3
 : -17, -8, 9, -8
CCOc1ccc2oc(-c3ccccc3)c(C(=O)O)c2c1
 : -11, -23, 28, -23
CC(C)(C)NC(=O)c1ccncc1
 : 14, 14, -25, 14
Cn1c(SCC(=O)N2CCCCCC2)nc2c([nH]c3ccccc32)c1=O
 : 34, -7, -30, -7
CCC(=O)Nc1nnc(CSCc2ccc(F)cc2)s1
 : 13, 23, 17, 23
O=C(NC(Cc1c[nH]c2ccccc12)c1nnc2n1CCCCC2)c1ccccc1 (stereo not drawn)
 : 10, -10, 19, -10
O=C1CN=C(Nc2ccccc2)N1Cc1cccs1
 : 10, 5, 25, 5
CCCCC(CC)CNC(=O)CCS(=O)(=O)c1cccc2nonc12 (stereo not drawn)
 : 17, -7, 22, -7
CCC(=O)c1cc(F)c(N2CCN(S(=O)(=O)c3ccc(C)cc3)CC2)cc1C
 : -7, -26, 18, -26
CCn1c(=O)cc(OCC(=O)N(C)C2CCCCC2)c2ccccc21
 : 20, 32, 22, 32
Cc1cc(NC(=O)CN2C(=O)NC(Cc3ccccc3)C2=O)no1 (stereo not drawn)
 : 2, 13, nt, nt
Cc1ccc(SCC(=O)NCCSC(C)(C)C)cc1
 : 9, 8, 16, 8
Cc1cc(OCc2nn[nH]n2)c2c(C)c(CC(=O)O)c(=O)oc2c1
 : 5, 8, -2, 8
COc1ccc(CNC(=O)CSc2nnnn2-c2ccc(O)cc2)cc1
 : 4, -14, 31, -14
O=C(O)CCCC(=O)Nc1ccccc1-n1ccnc1
 : 6, -10, 15, -10
Oc1ccccc1OCc1nc2ccccc2s1
 : 28, 32, 21, 32
O=C(c1ccccc1-c1nc(-c2ccc(Cl)cc2)no1)N1CCCC1
 : nt, nt, 16, nt
C=CCn1c(SCCC)nc(O)cc1=O
 : 10, 15, nt, nt
O=C(CNS(=O)(=O)c1ccc(Br)s1)N1CCCC1
 : 9, -17, 30, -17
Cc1ccc2c(c1)sc1ncc(NC(=O)c3ccccc3)c(=O)n12
 : 6, -14, 13, -14
N#Cc1cc2ccccc2nc1SCc1cccnc1
 : -3, -48, 26, -48
N#CC1=C(N)Oc2c(ccc3ccccc23)C1c1cccs1 (stereo not drawn)
 : 9, 5, 20, 5
CC(C)(C)n1ncc2c(=O)n(CC(=O)Nc3ccc4c(c3)OCCO4)cnc21
 : 23, 7, -3, 7
CC1(C)Cc2ccccc2-c2nnc(SCc3ccc(C#N)cc3)n21
 : -19, -36, 36, -36
O=S(=O)(CCCc1ccccc1)c1ncn[nH]1
 : 16, 4, 14, 4
CC(N=C(NS(=O)(=O)c1ccc(Cl)cc1)c1ccccc1)C(=O)O (stereo not drawn)
 : 20, 23, nt, nt
COc1ccc(S(=O)(=O)N(CCc2ccccc2)CC(=O)O)cc1
 : 4, 14, 26, 14
CCC(C)[C@H](NC(=O)NC1CCCc2ccccc21)C(=O)O (stereo partly drawn)
 : -22, 7, 32, 7
CCOc1cc2[nH]c(=S)n(CCCC(=O)NCc3ccco3)c(=O)c2cc1OCC
 : 14, 14, 11, 14
O=C(Nc1cccc(N2CCCC2)c1)c1cccs1
 : nt, nt, 38, nt
CCN(CC)C1=CC(=O)OC12CCCCC2
 : 9, 5, 7, 5
O=c1[nH]c(Cc2cccs2)nc2ccccc12
 : 8, -23, 23, -23
Cc1c(C(=O)N2CCCC2)nnn1-c1nonc1N
 : 20, -2, 20, -2
CCCN1CCN(CCCNC(=O)CN2C(=O)COc3ccccc32)CC1
 : 27, 28, 20, 28
COc1ccc(C(C(O)C(=O)c2c[nH]c3ccccc23)N2CCN(c3ccccc3)CC2)cc1 (stereo not drawn)
 : 23, 5, 20, 5
Cc1ccccc1NC(=O)c1ccc(-c2ccc(Cl)cc2Cl)o1
 : 17, 3, -26, 3
CCOC(=O)c1sc2ncn(C(C)C(=O)OC)c(=O)c2c1C (stereo not drawn)
 : 17, 3, 24, 3
C=C1C2(C(=O)Nc3nccs3)CCC(C2)C1(C)C (stereo not drawn)
 : 22, 3, 6, 3
Cc1oc2nc(SCCCC(=O)NCCO)nc(N)c2c1C
 : 13, -5, 16, -5
O=c1c2cc(N3CCOCC3)ccc2[nH]c(=S)n1CCCN1CCCCC1
 : 19, 16, 3, 16
CSc1ncccc1C(=O)OCn1nnc2ccccc2c1=O
 : ?, nt, -1, 10
O=C(NCc1ccc2c(c1)OCO2)C1CCN(C(=O)Nc2ccc(Cl)cc2)CC1
 : 0, -4, 18, -4
COc1ccc(S(=O)(=O)N2CCC(C(=O)NCCC3=CCCCC3)CC2)cc1OC
 : -6, -7, 32, -7

(listing goes on)
Screens in order: Yeast tox, Yeast tox inhibition %, eIF2B yeast act, eIF2B yeast act mutant toxicity
CCOc1ccc(NC(=O)N2CCC(NC(=O)C(Cc3ccc(OC)c(OC)c3)NC(C)=O)CC2)cc1 (stereo not drawn)
 : 23, -10, 6, -10
Cc1cc(C)cc(-n2nnnc2SCC(=O)Nc2cccc(NC(=O)c3ccco3)c2)c1
 : -31, -15, -3, -15
O=C(CSc1nc(Nc2ccccc2)nc(N2CCOCC2)n1)Nc1ccc([N+](=O)[O-])cc1
 : 10, 9, nt, nt
CCCNc1ncccc1C(N)=O
 : -3, 4, 12, 4
COCc1cc(C)nc(SCC(=O)NCc2ccco2)c1C#N
 : 23, -19, 21, -19
O=C(O)c1ccccc1C(=O)NCc1ccc(F)cc1
 : 15, 5, 11, 5
N#Cc1c2n(c3c(=O)n(Cc4ccc(Cl)cc4)cnc13)CCCC2
 : 8, -7, 25, -7
Cc1cc(NC(=O)CCn2c(=O)sc3ccccc32)no1
 : 10, 0, 12, nt
COc1ccc(S(=O)(=O)N2CCC(C(=O)N3CCCCCC3)CC2)cc1
 : 8, 3, 22, 3
Cc1nn(-c2nc3ccccc3s2)c(N)c1-c1ccccc1
 : 2, -8, -13, -8
COc1cc(NC(=O)CS(=O)(=O)c2ccccc2)cc(OC)c1OC
 : 23, -10, nt, nt
N=c1c(-c2nc3ccccc3[nH]2)cc(C(=O)c2cccs2)nn1-c1ccc(Cl)cc1
 : -3, 5, nt, nt
O=c1cc(-c2ccccc2)[nH]c2[nH]n(-c3ccccc3)c(=O)c12
 : 17, 22, 20, 22
O=C(c1ccco1)N(Cc1cc2ccccc2[nH]c1=O)CC1CCCO1 (stereo not drawn)
 : -23, 0, 24, nt
CCn1c(SCC(=O)Nc2cc(OC)ccc2OC)nnc1C1CCCCC1
 : 17, 15, 20, 15
CCOc1cc(NC(=O)C2CCCO2)c(OCC)cc1NC(=O)C1CC1 (stereo not drawn)
 : 7, 5, 26, 5
O=C(/C=C/Nc1ccccc1)c1ccccc1
 : 7, 15, nt, nt
CCc1ccccc1NC(=O)CC(O)(C(=O)OC)C(F)(F)F (stereo not drawn)
 : nt, nt, -5, nt
CCCCc1[nH]c(=O)c(C#N)c2c1CSC(C)(C)C2
 : -4, -8, 21, -8
CN(C)c1ccc(N/C=C/C(=O)c2ccco2)cc1
 : 25, 16, 14, 16

Structural class: the compounds so far containing a COOH group (7)
Screens in order: Yeast tox, Yeast tox inhibition %, eIF2B yeast act, eIF2B yeast act mutant toxicity
CCOc1ccc2oc(-c3ccccc3)c(C(=O)O)c2c1
 : -11, -23, 28, -23
Cc1cc(OCc2nn[nH]n2)c2c(C)c(CC(=O)O)c(=O)oc2c1
 : 5, 8, -2, 8
O=C(O)CCCC(=O)Nc1ccccc1-n1ccnc1
 : 6, -10, 15, -10
CC(N=C(NS(=O)(=O)c1ccc(Cl)cc1)c1ccccc1)C(=O)O (stereo not drawn)
 : 20, 23, nt, nt
COc1ccc(S(=O)(=O)N(CCc2ccccc2)CC(=O)O)cc1
 : 4, 14, 26, 14
CCC(C)[C@H](NC(=O)NC1CCCc2ccccc21)C(=O)O (stereo partly drawn)
 : -22, 7, 32, 7
O=C(O)c1ccccc1C(=O)NCc1ccc(F)cc1
 : 15, 5, 11, 5

Carrying on:
Screens in order: Yeast tox, Yeast tox inhibition %, eIF2B yeast act, eIF2B yeast act mutant toxicity
O=C(COc1nsnc1N1CCOCC1)N1CCOCC1
 : 15, -7, -24, -7
Oc1ccccc1C(=S)N1CCCCCC1
 : 9, -8, 14, -8
CC(C)Cc1nc(N2CCOCC2)c(C#N)c2c1COC(C)(C)C2
 : 7, 12, 17, 12
Cc1ccc(CNc2nc(C)nc3sc4c(c23)CCC4)cc1
 : 1, 11, nt, nt
CCCN1C(=O)C(O)(C2CC(=O)CC(C)(C)O2)c2ccccc21 (stereo not drawn)
 : 7, 2, 18, 2
O=C(CNCC1CCCO1)N1CCCc2ccccc21 (stereo not drawn)
 : 13, -7, 25, -7
COC(=O)C(=O)Nc1nnc(COc2ccccc2)s1
 : -6, 0, 3, nt
Nc1nonc1-c1noc(-c2ccccc2Br)n1
 : 22, 8, 11, 8
Cc1c(CCC(C)C)c(-n2ccnc2C)n2c(nc3ccccc32)c1C#N
 : 2, -5, 23, -5
COC(=O)c1coc(-c2ccc(C)cc2)c1C(=O)OC
 : 16, 7, 9, 7
Cc1ccc(NC(=O)Cn2cccc2)cc1C
 : 17, 0, 20, nt
CC(C)(C)n1ncc2c(=O)n(CC(=O)NCc3ccccc3)cnc21
 : 17, -7, 27, -7
O=C(CSc1nnc2ccccn12)NC(=O)NC1CCCCC1
 : 18, 4, -6, 4
O=C(Nc1cccc2ccccc12)N1CC=CCC1
 : 15, 15, 10, 15
CCCCOc1ccc(C(=O)NCc2ccccn2)cc1
 : 12, 12, 21, 12
O=C(c1ccco1)N1CCN(c2nc(C3CC3)nc3c2nnn3Cc2ccccc2Cl)CC1
 : nt, nt, -11, nt
CCN(CCCNC(=O)CN(C)S(=O)(=O)c1cccc2nsnc12)c1cccc(C)c1
 : 5, 15, 20, 15
Cc1cc(NS(=O)(=O)c2ccc(NC(=O)C(C(C)C)N3C(=O)c4ccccc4C3=O)cc2)nc(C)n1 (stereo not drawn)
 : 5, -5, -30, -5
OCCN=C(c1ccccc1)C12CN3CN(CN(C3)C1)C2
 : 0, -6, 16, -6
COc1ccccc1C(=O)NCC(=O)n1nc(C)cc1C
 : 30, 4, 19, 4
CC[C@H](C)[C@H](NS(=O)(=O)c1ccc(C)cc1)C(=O)N1CCC(C(=O)N[C@@H](C)C(=O)O)CC1
 : 13, -21, 25, -21
CCCCOc1ccc(-c2nnc(-c3ccco3)o2)cc1
 : -3, 4, 16, 4
O=C(NCCc1ccc(Cl)cc1)C1CCN(C(=O)c2sccc2-n2cccc2)CC1
 : 20, 11, 18, 11
CC12CN(C(=O)c3ccco3)CC(c3ccccc3)(CN(C(=O)c3ccco3)C1)C2=O
 : -3, -4, 21, -4
CC1(c2ccccc2)NC(=O)N(CC(=O)N2CCOCC2)C1=O (stereo not drawn)
 : -15, -10, 44, -10
O=c1c2c(-c3cccs3)csc2ncn1-c1ccccc1
 : -5, -9, 38, -9
